Source: PubChem BioAssay (National Center for Advancing Translational Sciences (NCATS))
AmpC inh no detg: qHTS Inhibitors of AmpC Beta-Lactamase (assay without detergent) | P00811 | Potency, µM (top dose mostly 57.1 µM), for inactives: at the top dose activity change, negative = inhibition, actives largely listed as inhibitors | 330,000 tested, 0.52% active | AmpC nitrocefin hydrolysis, absorbance 480 nm, 0.0001% Triton;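 further: potency means the concentration at half of the fitted maximal effect; plate controls were no compound for no effect and no enzyme for full effect; nearly all actives have a fitted effect of over 20% in size; some results filed as inactive show a strong effect at the top dose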
Target sequence (P00811 whole entry, looked up): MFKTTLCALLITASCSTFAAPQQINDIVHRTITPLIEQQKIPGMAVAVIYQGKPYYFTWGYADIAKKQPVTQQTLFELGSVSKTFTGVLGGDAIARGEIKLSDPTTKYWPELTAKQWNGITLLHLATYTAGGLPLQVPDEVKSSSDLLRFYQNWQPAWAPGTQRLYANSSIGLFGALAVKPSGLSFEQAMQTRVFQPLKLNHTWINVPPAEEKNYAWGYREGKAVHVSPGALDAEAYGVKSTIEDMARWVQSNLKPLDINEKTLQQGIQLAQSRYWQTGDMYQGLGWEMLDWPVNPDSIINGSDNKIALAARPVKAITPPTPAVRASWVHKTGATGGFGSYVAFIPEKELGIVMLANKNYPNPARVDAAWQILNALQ
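AmpC (5.3 nM in the dispensed reagent) in 20 mM phosphate pH 7.0 with 0.01% (detergent screen) or 0.0001% Triton X-100 was preincubated with compounds for 15 min at room temperature. Nitrocefin was then added from an 800 uM solution, and hydrolysis was followed at 480 nm.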
Giardia FBPA inh: qHTS Assay for Inhibitors of Fructose-1,6-bisphosphate Aldolase from Giardia Lamblia | AID 2451, 2010 | purified Giardia FBPA | 290,000 tested, 0.71% active | A8B2U2 | Potency, µM (highest dose often 59.6 µM), for inactives: top-dose activity, negative = inhibition, actives largely listed as inhibitors; further: potency means the concentration at half of the fitted maximal effect; nearly all actives have a fitted effect of over 55% in size
Target sequence (A8B2U2 whole entry, looked up): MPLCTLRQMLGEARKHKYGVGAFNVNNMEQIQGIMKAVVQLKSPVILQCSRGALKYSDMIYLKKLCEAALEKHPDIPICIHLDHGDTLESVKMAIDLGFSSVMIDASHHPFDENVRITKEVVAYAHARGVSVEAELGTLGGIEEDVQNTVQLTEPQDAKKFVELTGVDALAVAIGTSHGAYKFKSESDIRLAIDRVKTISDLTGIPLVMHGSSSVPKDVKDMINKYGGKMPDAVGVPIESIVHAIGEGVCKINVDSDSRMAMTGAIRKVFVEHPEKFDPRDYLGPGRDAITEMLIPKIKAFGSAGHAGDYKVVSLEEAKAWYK
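Giardia FBPA (40 nM reagent) was preincubated 10 min at RT with compound (up to 57.5 uM final), then substrate plus GAPDH/TPI/NAD/arsenate coupling system with diaphorase/resazurin was added; resorufin fluorescence (525/598 nm) was read after 20 min.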
Sm TGR inh: qHTS Assay for the Inhibitors of Schistosoma Mansoni Peroxiredoxins | Schistosoma mansoni thioredoxin glutathione reductase (TGR), Q962Y6 | Potency, µM (doses to about 114 µM), inactives show at the top dose activity change, negative = inhibition, actives largely listed as inhibitors | 360,000 tested, 3% active | purified TGR, DTNB reduction, TNB absorbance 405 nm; further: potency means the concentration at half of the fitted maximal effect; nearly all actives have a fitted effect of over 60% in size
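Kinetic colorimetric format: TGR-catalysed, NADPH-driven DTNB reduction monitored via TNB absorbance. Enzyme dispensed at 20 nM; compound exposure 15 min at room temperature before reaction start.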
HCMV antiviral: qHTS Assay for inhibitors of the human cytomegalovirus (HCMV) | HFF cells, HCMV-luciferase reporter, 72 h; active compounds read low | activity change, negative = inhibition, % at 57.5 µM | 410,000 tested, 4.5% active | AID 1259415, 2018; in the data active means activity change below about -60%; inconclusive means no clear call, values can overlap the other calls; inactive means above about -39%
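Cell-based, HFFs, 1000 cells/well, 16 h 37C; cpds in DMSO + HCMV-luc, MOI 1 PFU/cell; 72 h 37C; OneGlo luminescence after 5 min RT; norm. to buffer vs Salinomycin 10uM.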
AmpC detergent: qHTS Inhibitors of AmpC Beta-Lactamase (assay with detergent) | P00811 | Potency, µM (doses to about 114 µM), without a hit: top-dose activity change, negative = inhibition, actives largely listed as inhibitors | AID 485294, 2010 | 370,000 tested, 0.041% active | AmpC hydrolysis of nitrocefin, absorbance 480 nm, 0.01% Triton;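 further: potency means the concentration at half of the fitted maximal effect; 0% = no-compound wells and -100% = no-enzyme wells; nearly all actives have a fitted effect of over 25% in size; some results filed as inactive show a strong effect at the top dose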
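AmpC (5.3 nM in the dispensed reagent) in 20 mM phosphate pH 7.0 with 0.01% (detergent screen) or 0.0001% Triton X-100 was preincubated with compounds for 15 min at room temperature. Nitrocefin was then added from an 800 uM solution, and hydrolysis was followed at 480 nm.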
AMA1-RON2 inh: qHTS for Inhibitors of AMA1-RON; Towards Development of Antimalarial Drug Lead: Primary Screen; Potency, µM (doses to about 58.2 µM), inactives show at the highest dose activity change, negative = inhibition, hits mostly inhibitors; 360,000 tested, 0.2% active; AlphaScreen AMA1-biotinylated RON2 peptide binding; AID 720542, 2013;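 further: potency means the concentration at half of the fitted maximal effect; 0% = vehicle wells and -100% = peptide control; nearly all actives have a fitted effect of over 45% in size; some results filed as inactive show a strong effect at the top dose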
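AMA1 (3D7) with his tag at 25 nM final met compounds first, then biotinylated RON2 peptide at 25 nM; detection used donor plus acceptor beads, 10 µg/mL apiece, read by AlphaScreen after 30 min at room temperature.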
* marks the source's active call; other numbers are inactive results; ? = inconclusive; . = not tested or not shown; & = joins results of further samples; [ ] = another dose, or the depositor's remark. Unless noted, the call rests on the fitted dose curve; in most records, active means well fitted curve in the direction sought with a large enough effect; inconclusive means small, poorly fitted or top-dose-only effect, or another doubt; inactive means no such curve, though single readings can be large; an effect the other way counts as inactive or inconclusive. Unless noted, on the % scale 0 is the no-effect control and ±100 the full control effect.

SMILES	AmpC inh no detg	Giardia FBPA inh	Sm TGR inh	HCMV antiviral	AmpC detergent	AMA1-RON2 inh
COc1ccc(C(C(=O)OCCN(C)C)c2ccccc2)cc1 (centres undefined)	18%	-10%	-24%	-40	-10%	6%
COc1cc(/C=c2\sc3n(c2=O)CCCN=3)ccc1O	-19%	-4%	-21%	42	0%	9%
CC1=C(C(=O)NCc2ccc(Cl)cc2)C2(CCC(C)CC2)OC1=O (centres undefined)	36%	1%	9%&-3%	0&31	1%&-11%	-4%
COc1cccc(C(=O)NCC(=O)OCc2cc(=O)n3c(C)csc3n2)c1	.	.	-6%	29	1%	.
O=C(Cn1c(SCC(=O)NC2CCCC2)nnc1-c1ccncc1)Nc1ccc2c(c1)OCO2	-12%	6%	1%	-29	-5%	-3%
Cc1ccc(C2=C/C(=C\c3cccnc3)C(=O)O2)cc1	-23%	6%	-8%	19	-2%	0%
COc1cc(OC)c(NC(=O)C(C)n2nc(-c3ccc(C)c(C)c3)ccc2=O)cc1Cl (centres undefined)	.	.	1%	-10	16%	.
Cc1ccc(O)c(C=Nc2ccc3[nH]ncc3c2)c1	-15%	-24%	0%	-18	?	2%
O=C(NNC(=S)Nc1ccccc1)c1cccc(Br)c1	-43%	13%	-40%	-18	?	85%[activator]
CC(=O)Nc1ccc(S(=O)(=O)N(C)CC(=O)Nc2ccc(F)c(F)c2F)cc1	-16%	.	-6%	-27	2%	-2%
COc1ccccc1NC(=O)COC(=O)CCS(=O)(=O)c1ccc(C)cc1	-25%	.	1%	14	5%	-16%
CC(C)n1c(N2CCN(CC(=O)Nc3ccc4c(c3)OCCO4)CC2)nc2ccccc21	83%[activator]	?	-4%	-38	-10%	-2%
COc1ccc(OCc2n[nH]c(=S)n2N)cc1	-42%	?	0%	39	-4%	80%[activator]
CC1(c2ccccc2)CC(c2ccccc2)=Nc2ccccc2N1 (centres undefined)	-25%	-22%	?	.	-6%	-6%
COc1ccc(C(=O)COC(=O)c2ccc(Cl)nc2)cc1OC	83%[activator]	.	-9%	-14	?	-8%
CS(=O)(=O)NNC(=O)C1Cc2c(ccc3ccccc23)O1 (centres undefined)	-10%	-5%	9%	3	1%	2%
CCC(C)(C)NC(=O)C(c1ccc(OC)cc1)N(CC1CCCO1)C(=O)CCC(=O)Nc1cc(C)on1 (centres undefined)	54%	3%	-1%	-13	?	13%
O=C(COC(=O)c1cc(Cl)ccc1O)NCCNC(=O)COC(=O)c1cc(Cl)ccc1O	100%[activator]	-4%	0%	-8	-5%	5%
COc1ccc2cc(C(C)c3nc4ccccc4c(=O)n3N)ccc2c1 (centres undefined)	-8%	9%	-11%	-10	-7%	-22%
COc1ccc(CC(=O)O/N=C(\N)c2cccc([N+](=O)[O-])c2)cc1	-50%	2%	-13%	?	-8%	-23%

The final 2 compounds of the section before come first, to join the parts.
SMILES	AmpC inh no detg	Giardia FBPA inh	Sm TGR inh	HCMV antiviral	AmpC detergent	AMA1-RON2 inh
COc1ccc2cc(C(C)c3nc4ccccc4c(=O)n3N)ccc2c1 (centres undefined)	-8%	9%	-11%	-10	-7%	-22%
COc1ccc(CC(=O)O/N=C(\N)c2cccc([N+](=O)[O-])c2)cc1	-50%	2%	-13%	?	-8%	-23%
CC(c1ccco1)N(C(=O)C12CC3CC(CC(C3)C1)C2)c1ccccn1 (centres undefined)	-5%	0%	0%	11	-12%	0%
c1ccc(-c2nnc(CN3CCC4(CC3)OCCO4)o2)cc1	-15%	4%	4%	12	-14%	0%
CCn1c(CN2CCOCC2)nnc1SCC(=O)Nc1ccc(C)cc1	5%	.	0%	30	-7%	0%
CCOc1ccc(/C=N/OCC(=O)Nc2ccc(OCc3ccccc3)cc2)cc1OC	8%	2%	-9%	17	-14%	-9%
CC(C)(C)CC(=O)Nc1ccccc1N1CCN(c2ccc(F)cc2)CC1	-6%	-4%	1%	-11	-9%	-28%
O=C(Cc1cccc2ccccc12)OCn1nnc2ccccc2c1=O	-22%	-14%	6%	3	-6%	3%
Cn1nc(CC(=O)Nc2cccnc2N2CCOCC2)c2ccccc2c1=O	-1%	-15%	-9%	.	?	.
CNc1nnc(CSc2nc(C)cc(C)n2)s1	-11%	0%	-1%	39	-11%	4%
Cc1ccc2c(SCC(=O)NCc3ccco3)nc(-c3ccc(F)cc3)nc2c1	-13%	7%	-11%	26	?	6%
O=C(CSC1=NS(=O)(=O)c2cc(F)ccc2N1)Nc1cccc(F)c1	-17%	.	-3%	-17	-12%	-8%
COC(=O)c1c(NC(=O)CN2CCN(C(=O)c3ccco3)CC2)c2cc(C)ccc2n1C	28%	1%	-23%[11.4 µM]	85	?	1%
C/C=C/c1ccc(OCC(=O)Nc2cc(S(=O)(=O)N3CCOCC3)ccc2N2CCCC2)c(OC)c1	109%[activator]	.	-11%	?	0%	-22%
Cc1ccc(CNC(=O)C(=O)Nc2c3c(nn2-c2ccccc2)CSC3)cc1	.	.	-9%	-15	0%	.
S=C(Nc1ccccc1)N(CCN1CCOCC1)Cc1cccc(Cl)c1	92%[activator]	5%	1%	25	1%	-2%
CN(C)S(=O)(=O)c1ccc(Cl)c(NC(=O)CN2CCNC(=O)C2)c1	1%	8%	2%	6	2%	16%
C=C(C)[C@@H]1C2C(=O)O[C@H]1[C@H]1OC(=O)[C@@]34OC3C[C@]2(O)[C@@]14C (some centres undefined)	-18%	.	-2%	?	?	26%
Cc1cc(C(=O)COC(=O)c2ccc(F)cc2)c(C)n1C	-15%	.	.	4	.	9%[11.6 µM]
Cc1nnc(N2CCN(C(=O)Nc3cc(F)ccc3F)CC2)c2nn(-c3ccc(Cl)cc3)c(C)c12	.	.	-1%	-30	-6%	.
O=C(Cn1cnc2c(NCc3ccccc3)ncnc21)NCC1CCCO1 (centres undefined)	-12%	.	.	15	.	9%
Cc1cc(Cl)ccc1NNC(=O)c1cccs1	-17%	-1%	-1%	26	-8%	20µM*
O=S(=O)(Nc1ccc(Cc2ccncc2)cc1)c1cccs1	-36%	0%	8%	-25	3%	14%
CN(c1ccccc1C(=O)Nc1ccc(S(=O)(=O)N2CCCC2)cc1)S(C)(=O)=O	2%	2%	8%	-6	-2%	6%
CCOc1cc(-c2cc(-c3ccc(NC(C)=O)cc3)nc(N)c2C#N)ccc1O	-38%	-4%	0%	-70*	-17%	-1%
CC12COC3(C(=O)Nc4ccccc4)CC1CCC32C (centres undefined)	-9%	1%	0%	8	3%	9%
Cc1ccc(NC(=O)c2c(C)oc3ccc(O)c(CN4CCCC4)c23)c(C)c1	.	.	-1%	-6	2%	.
COc1ccc(-n2nnc3c(=O)n(Cc4cc(C)ccc4C)cnc32)cc1	-1%	8%	13%	-15	-1%	-3%
Cc1ccc(-c2nnc(-c3ccc4c(c3)OCO4)o2)cc1	-23%	-4%	3%	116	?	-1%
COc1cccc(-c2cc(=O)c3cc(NC(C)=O)ccc3[nH]2)c1	-10%	-8%	-11%	-6	-4%	-5%
COc1ccc2cc(C#N)c(Nc3cccc(F)c3)nc2c1	-12%	5%	4%	1	5%	0%
CC(C)NC(=O)Nc1cccc2c1O[C@H](CN(C)C(=O)NC1CCCCC1)[C@@H](C)CN([C@H](C)CO)C2=O	18%	.	.	?	.	25%
COc1cc(C(=O)OCC(=O)NC2CCCCC2)cc(OC)c1OC	-13%	.	.	122	.	11%
Cn1nnnc1SCCNCc1cc(Cl)ccc1OCc1ccccc1	22%	3%	-7%	?	-12%	7%
O=C(Nc1ccc(F)cc1F)c1ccco1	.	4%	0%	23	1%	0%
CC1=C(C(=O)OCC2CCCCC2)C(c2ccc(F)cc2F)CC(=O)N1 (centres undefined)	.	.	6%	-105*	8%	.
COC(=O)c1c(NC(=O)COC(=O)CNC(=O)C2CCCCC2)sc(C)c1C	-1%	-2%	-2%	51	-2%	-10%[11.6 µM]
COc1cccc(NC(=O)Cn2cc(C(=O)C3CCCCC3)c3ccccc32)c1	.	.	3%	-5	25%	.
N/C(COc1ccccc1)=N\NS(=O)(=O)c1ccccc1	0.16µM*	0%	2%	72	1%	38%[activator]
CC(C)(C)c1ccc(O)c(N=Cc2cc3c(cc2[N+](=O)[O-])OCO3)c1	-29%	3%	-28%	?	-19%	57%[activator]
C/C(=N\NC(=O)c1ccncc1)c1cccnc1	127%[activator]	-5%	1%	0	-14%	19%
CCOc1ccc(N(CC)C(=O)c2cc3c(s2)-c2ccc(Cl)cc2SC3)cc1	.	.	3%	13	22%	.
COc1cc2oc3ccccc3c2cc1N(CC(=O)N1CCCCC1)S(=O)(=O)c1ccc(C)cc1	.	5%	-4%	11	-4%	-9%
CC(=NC1CCN(Cc2ccccc2)CC1)c1c(O)[nH]c(=O)[nH]c1=O	-14%	3%	0%	49	?	-2%
Cc1ccc2cccc(S(=O)(=O)Nc3c(C)n(C)n(-c4ccccc4)c3=O)c2n1	-45%	0%	4%	-10	1%	-1%
Cc1ccc(C)c(OCCn2cc(/C=C(\C#N)C(=O)NCc3cccs3)c3ccccc32)c1	-18%	-2%	2%	-2	1%	-16%
COc1ccc2[nH]c(=O)c(CN(C(=O)c3cccc(Cl)c3)c3cccc(C)c3)cc2c1	.	.	-1%	-9	17%	.
CN(CC1CCCO1)S(=O)(=O)c1ccc(C(=O)Nc2ccc([N+](=O)[O-])cc2)cc1 (centres undefined)	-22%	-5%	0%	0	-2%	-9%
CCCCN1CCNC1=S	-4%	0%	-9%	47	-3%	-5%
OCCCNc1ncnc2oc(-c3ccccc3)c(-c3ccccc3)c12	149%[activator]	0%	-8%	-17	-1%	-21%
CCOC(=O)C1CCCN(C(=O)c2cccc(S(=O)(=O)N3CCCC3)c2)C1 (centres undefined)	-6%	.	9%	0	?	61%[activator]
CC(C)N1CCN(CC#Cc2ccccc2)CC1CCO (centres undefined)	-13%	2%	-16%[57.1 µM]	19	1%	9%
Cc1ccc(C)c(S(=O)(=O)Nc2cc3c4c(c2)CCN4C(=O)CC3)c1	-15%	.	-10%	-8	?	-3%
COc1ccc2oc(C(=O)OCc3c(C)noc3C)c(C)c2c1	44%	9%	-1%	13	?	47%[activator]

Given with two lines to a compound: part of the list above
The line under a structure holds: AmpC inh no detg | Giardia FBPA inh | Sm TGR inh | HCMV antiviral | AmpC detergent | AMA1-RON2 inh
Cc1ccc2cccc(S(=O)(=O)Nc3c(C)n(C)n(-c4ccccc4)c3=O)c2n1
→ -45% | 0% | 4% | -10 | 1% | -1%
Cc1ccc(C)c(OCCn2cc(/C=C(\C#N)C(=O)NCc3cccs3)c3ccccc32)c1
→ -18% | -2% | 2% | -2 | 1% | -16%
COc1ccc2[nH]c(=O)c(CN(C(=O)c3cccc(Cl)c3)c3cccc(C)c3)cc2c1
→ . | . | -1% | -9 | 17% | .

Rows were taken by chance; overall some 7.8% were active at least once.
